Screens: PubChem, National Center for Advancing Translational Sciences (NCATS)
12-LOX inh: Primary qHTS assay for inhibitors of human arachidonate 12S-lipoxygenase (ALOX12): Round 2; Potency, µM (top dose mostly 108 µM), for the others: top-dose activity change, negative = inhibition, actives largely listed as inhibitors; purified 12hLO, xylenol orange hydroperoxide absorbance; Polyunsaturated fatty acid lipoxygenase ALOX12 (Homo sapiens), P18054; hit rate 1.1% among 580,000; also: potency is read from the fitted curve at half-maximal effect; % is scaled to controls: 0 for no effect and ±100 for the full control effect
Target sequence (P18054 whole entry, looked up): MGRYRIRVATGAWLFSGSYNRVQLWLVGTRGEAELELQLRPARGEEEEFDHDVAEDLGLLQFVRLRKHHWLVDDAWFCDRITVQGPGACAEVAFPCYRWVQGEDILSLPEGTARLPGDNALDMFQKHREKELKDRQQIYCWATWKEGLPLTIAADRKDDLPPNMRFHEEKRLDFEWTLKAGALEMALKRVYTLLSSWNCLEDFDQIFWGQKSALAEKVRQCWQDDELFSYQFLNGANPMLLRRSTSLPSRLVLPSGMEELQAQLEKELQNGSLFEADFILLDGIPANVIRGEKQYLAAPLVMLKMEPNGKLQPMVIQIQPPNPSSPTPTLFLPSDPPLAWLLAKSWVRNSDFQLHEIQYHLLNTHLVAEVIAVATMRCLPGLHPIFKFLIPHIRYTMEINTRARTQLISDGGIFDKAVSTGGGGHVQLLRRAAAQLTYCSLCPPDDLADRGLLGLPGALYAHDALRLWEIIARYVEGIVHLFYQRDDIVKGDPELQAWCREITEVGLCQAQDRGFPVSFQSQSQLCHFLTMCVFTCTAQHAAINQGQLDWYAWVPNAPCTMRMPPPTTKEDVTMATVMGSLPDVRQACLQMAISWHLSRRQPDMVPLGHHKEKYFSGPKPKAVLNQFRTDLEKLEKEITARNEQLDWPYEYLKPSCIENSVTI
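Purified human 12hLO at 150 nM in 25 mM Hepes, 0.01% Triton X-100, pH 7.0, preincubated 15 min at room temperature with compound. Reaction started with 40 uM arachidonic acid, 30 min at room temperature. Hydroperoxide measured by Fe-xylenol orange, 573/405 nm absorbance ratio.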
BAZ2B inh: qHTS Assay for Inhibitors of BAZ2B | AID 504333, 2011 | hit rate 4.4% among 360,000 | AlphaScreen BAZ2B-H3K14Ac peptide displacement | Potency, µM (highest dose often 114 µM), for the others: top-dose activity change, negative = inhibition, hits mostly inhibitors; also: potency is read from the fitted curve at half-maximal effect; % is scaled to controls: 0 for no effect and ±100 for the full control effect; nearly all actives have a fitted effect of over 60% in size
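Protein-peptide AlphaScreen: BAZ2B 50 nM, b-H3K14Ac 50 nM, 1x PBS pH 7.4 + 0.01% Tween-20. Preincubation 30 min RT; cpd 30 min RT (top 110 uM); beads 20 min RT, light-protected.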
G9a block: qHTS Assay for Inhibitors of Histone Lysine Methyltransferase G9a; G9a H3K9 monomethylation, AlphaScreen, 2 h; Potency, µM (series often up to 102 µM), for the others: at the highest dose activity, negative = inhibition, usual class: inhibitors; hit rate 8.8% among 350,000; also: potency is read from the fitted curve at half-maximal effect; % is scaled to controls: 0 for no effect and ±100 for the full control effect; nearly all actives have a fitted effect of over 75% in size
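Using a bead-based AlphaScreen, monomethylated H3K9 product from 2 h room-temperature reactions (G9a 20 nM, peptide 500 nM, SAM 20 uM) was detected with 0.5 ug/mL rabbit anti-H3K9me1 antibody.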
PI4K2A block: qHTS for small molecular inhibitors of PI4K2A | activity change, negative = inhibition, % at 76.9 µM | hit rate 0.13% among 420,000 | Phosphatidylinositol 4-kinase type 2-alpha (Homo sapiens), Q9BTU6 | purified PI4K2A, ADP-Glo luminescence, 1 h; active compounds read low; in the data active = activity change below about -50%; inconclusive = mostly about -30% to -49%;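 also: -100% = wells without enzyme as full effect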
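PI4K2A activity was measured by ADP-Glo luminescence: enzyme (4 ug/mL stock) and phosphatidylinositol (1.2 mM stock) in Tris pH 7.5/MgCl2/EGTA/Triton X-100 buffer were reacted with ATP (300 microM stock) for one hour at ambient temperature.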
JMJD2A Tudor inh: qHTS Assay for Inhibitors of JMJD2A-Tudor Domain; Potency, µM (series often up to 114 µM), for inactives: at the top dose activity change, negative = inhibition, actives largely listed as inhibitors; Lysine-specific demethylase 4A (Homo sapiens), O75164; hit rate 4.4% among 390,000; AlphaScreen JMJD2A-Tudor / H3K4me3 peptide binding; AID 504339, 2011; also: potency is read from the fitted curve at half-maximal effect; % is scaled to controls: 0 for no effect and ±100 for the full control effect; nearly all actives have a fitted effect of over 50% in size
RGS4 inhibitor: Inhibitors of Regulator of G Protein Signaling (RGS) 4: qHTS. Regulator of G-protein signaling 4 (Homo sapiens), P49798. Transcreener GDP fluorescence polarization, RGS4-accelerated GTP hydrolysis. Potency, µM (series often up to 114 µM), for the others: at the highest dose activity change, negative = inhibition, hits mostly inhibitors. hit rate 0.039% among 390,000; also: potency is read from the fitted curve at half-maximal effect; % is scaled to controls: 0 for no effect and ±100 for the full control effect; nearly all actives have a fitted effect of over 75% in size; some results filed as inactive show a strong effect at the top dose
Target sequence (P49798 whole entry, looked up): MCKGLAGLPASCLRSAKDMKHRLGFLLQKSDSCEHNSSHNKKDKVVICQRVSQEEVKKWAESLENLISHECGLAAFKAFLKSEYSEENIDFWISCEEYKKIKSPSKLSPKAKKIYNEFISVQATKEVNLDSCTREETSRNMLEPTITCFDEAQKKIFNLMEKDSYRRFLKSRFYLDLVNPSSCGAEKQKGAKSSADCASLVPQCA
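MLSMR compounds (23 nl, pin-transferred) preincubated 10 min at room temperature with a 500nM (2x) first reagent, then RGS4 at 900nM (2x) plus Transcreener GDP mix added; fluorescence polarization (620/688 nm) read before and after 90 min at 30 °C.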
ERG Ets-DNA blk: qHTS for Small Molecule Inhibitors of the ERG Ets/DNA interaction; fluorescence polarization, His-ERG Ets domain / labelled DNA; Potency, µM (series often up to 76.9 µM), for the others: at the top dose FP activity, negative = inhibition, most hits filed as inhibitors; hit rate 0.028% among 370,000; AID 624246, 2012; active = well fitted inhibition curve with a large enough effect in the polarisation, with a control signal flat; inconclusive = small, poorly fitted or top-dose-only effect, or effect the other way, or a change in a side signal; inactive = no such curve, though single readings can be large or run the other way; the % refers to the polarisation;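 also: polarization taken with two DNA probes labelled with fluorescein and Texas red; potency is read from the fitted curve at half-maximal effect; % of control where 0% means no effect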
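His-tagged ERG Ets domain (1 uM in the protein solution; 300mM KCl, 50mM Tris-HCl, 1mM EDTA, 1mM DTT, pH 7.5) received compound, then a probe mix of 5 nM fluorescein-DNA and 100nM Texas-615-DNA. Fluorescence polarization was read for both dyes.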
HP1b binding inh: HTS for Inhibitors of HP1-beta Chromodomain Interactions with Methylated Histone Tails; Potency, µM (series often up to 114 µM), for the others: at the top dose activity change, negative = inhibition, most hits filed as inhibitors; hit rate 0.56% among 390,000; Chromobox protein homolog 1 (Homo sapiens), P83916; AlphaScreen HP1-beta / biotin-H3K9me3 peptide binding; AID 540317, 2011; also: potency is read from the fitted curve at half-maximal effect; nearly all actives have a fitted effect of over 70% in size; inactives centre near 23
Target sequence (P83916 whole entry, looked up): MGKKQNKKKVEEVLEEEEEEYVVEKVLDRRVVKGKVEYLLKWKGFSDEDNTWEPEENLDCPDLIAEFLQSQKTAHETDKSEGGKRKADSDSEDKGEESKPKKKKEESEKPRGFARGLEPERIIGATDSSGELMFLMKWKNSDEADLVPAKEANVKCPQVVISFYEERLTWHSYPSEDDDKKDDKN
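Compound inhibition of the preformed complex between 50 nM HP1-beta and 50 nM biotinylated H3K9me3 peptide was read by AlphaScreen. Buffer was PBS pH 7.4 with 0.01% Tween-20. Incubations ran 30 min at room temperature, with 10 ug/mL donor/acceptor beads.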
GLS inh: qHTS for Inhibitors of Glutaminase (GLS); Potency, µM (top dose mostly 45.5 µM), for inactives: top-dose activity change, negative = inhibition, hits mostly inhibitors; GLS enzymatic activity, qHTS titration; hit rate 0.21% among 410,000; Glutaminase kidney isoform, mitochondrial (Homo sapiens), O94925; also: potency is read from the fitted curve at half-maximal effect; % is scaled to controls: 0 for no effect and ±100 for the full control effect
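Two-point fluorescence kinetic (t0, 30 min RT) for hKGA; glutamate detected via glutamate oxidase–HRP–Amplex Red. Substrate: 1 mM L-glutamine solution; buffer 45 mM KH2PO4, pH 8.2.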
Active calls of the source: *; ? = inconclusive; / = not tested or not shown; [ ] = another dose, or the depositor's remark. Unless noted, calls follow the shape of the dose curve; as a rule, active = well fitted curve in the direction sought with a large enough effect; inconclusive = small, poorly fitted or top-dose-only effect, or another doubt; inactive = no such curve, though single readings can be large; an effect the other way counts as inactive or inconclusive. Some of the compounds tested (hit frequency here may not be typical).

cpd	12-LOX inh	BAZ2B inh	G9a block	PI4K2A block	JMJD2A Tudor inh	RGS4 inhibitor	ERG Ets-DNA blk	HP1b binding inh	GLS inh	structure
1	0%	/	/	-3	-10%	19%	5%	31%	6%	CC(C)(C)OC(=O)C[C@@H]1C/C=C\C[C@@H](CC(=O)N[C@@H](CO)Cc2ccccc2)C(=O)N2CCC[C@H]2COC1=O
2	?	?	-17%[59 µM]	-4	-24%	3%	-2%	14%	1%	COc1ccc2c(c1)oc(=O)c1cc(OC)ccc12
3	2%	-24%	-30%	-1	-18%	-26%	-3%	0%	4%	O=C(CNC(=S)N(Cc1ccccc1)Cc1cccnc1)NCc1ccccc1
4	3%	?	47%[12.7 µM]	-1	-26%	11%	-13%	11%	13%	N#CC1=C(N)N=C(SCc2ccccc2)C(C(N)=O)C12CCCCC2 (stereo unspecified)
5	2%	-6%	-15%	-2	25µM*	?	3%	-9%	1%	Cc1ccc(S(=O)(=O)NCc2ccco2)cc1C(N)=O
6	-11%	2%	7%[59 µM]	-4	-3%	24%	-2%	41%[activator]	-4%	Cc1ccc(CSc2nc3ccc(NC(=O)COc4ccccc4F)cc3s2)cc1
7	14%	4%	-38%	-1	-8%	-14%	-6%	20%	-1%	CCn1c(=O)cc(SCC(=O)NCCCN2CCN(c3ccccc3F)CC2)c2ccccc21
8	-8%	/	/	-4	-4%	8%	-6%	72%[activator]	-1%	CC(=O)C[C@H](O)CC(=O)[C@H]1OC(=O)[C@@H](C)CCCCc2ccccc21
9	-3%	-36%	-2%	7	7%	-13%	-4%	45%[activator]	-1%	COc1ccc(C)cc1NC(=O)NNC(=O)C1CCC(C(C)(C)C)CC1 (stereo unspecified)
10	?	-34%	/	2	-18%[11.4 µM]	4%[11.4 µM]	6%	0%	22%	Cc1c(/C=C2\SC(=Nc3cccc(C(=O)O)c3)NC2=O)c2ccccc2n1C
11	0%	-10%	-2%[59 µM]	3	-3%	-5%	-2%	45%[activator]	3%	Cc1cccc(C)c1NC(=O)c1sc(-n2nc(C)c(Cc3ccccc3)c2C)nc1C
12	-10%	3%	-5%	3	11%	-4%	-8%	41%	-2%	CCOC(=O)CNS(=O)(=O)c1ccc(C)cc1
13	14%	-19%	15%	1	-11%	-16%[56.9 µM]	0%	40%[activator]	0%	CCN(CC)Cc1c(C(=O)N/N=C(\C)c2ccncc2)nnn1-c1nonc1N
14	0%	-14%	-127%[59 µM]	3	56µM*	-13%[56.9 µM]	2%	32%	-15%	S=c1[nH]nc(-c2cc(-c3ccccc3)n[nH]2)n1/N=C/c1ccccc1
15	24%	3%	-11%	3	-7%[11.4 µM]	?	58%[activator]	30%	-11%	CCC(c1nnnn1C1CCCC1)N1CCC(C(N)=O)CC1 (stereo unspecified)
16	19%	4%	47%	-2	8%	25%	1%	37%	0%	Cc1onc(-c2ccccc2Cl)c1C(=O)O/N=C(\N)c1ccccc1
17	-7%	17%	11%[59 µM]	-4	6%	-3%	-7%	37%	-5%	CC(C)CN(CC(C)C)C(=S)NC1CCCCC1
18	?	-1%	1.6µM*	-3	?	-13%	0%	27%	-6%	S=c1[nH]nc(-c2ccc3ccccc3n2)n1-c1ccccc1
19	-19%	-25%	?	0	-24%	-1%	-1%	-4%	0%	CC(C(=O)Nc1nc2ccccc2s1)n1cc([N+](=O)[O-])cn1 (stereo unspecified)
20	102%[activator]	12%	66%[activator]	7	21%	8%	-3%	45%[activator]	3%	Cc1nn(CCOc2cccc(Cl)c2)c(C)c1[N+](=O)[O-]
21	/	63µM*	22µM*	-4	-32%	-22%	2%	13%	17%	COC(=O)c1ccc(CC(=O)c2ccc(O)cc2O)o1
22	6%	-8%	15%[59 µM]	0	-22%	-4%	5%	30%	1%	O=C(NCc1ccco1)c1nnc(Cc2ccc(F)cc2)o1
23	-18%	2%	27%[12.7 µM]	5	-1%	11%	-3%	30%	-4%	CCc1sc(C(=O)Nc2cccc(-n3cnnn3)c2)cc1C
24	?	9%	?	-10	-18%	-3%	3%	8%	0%	Cc1cccc(Oc2coc3cc(O)ccc3c2=O)c1
25	-17%	8%	27%[59 µM]	3	-28%	15%	-1%	18%	6%	O=C(NCc1ccccn1)c1cc(S(=O)(=O)N2CCN(c3ccccc3)CC2)ccc1Cl
26	0%	-13%	33%[59 µM]	0	-15%	12%	-4%	39%	1%	O=C(CN1CCN(c2ccccc2)CC1)Nc1scc2c1c(=O)oc1ccccc12
27	-3%	9%[57.1 µM]	-28%[59 µM]	-1	4%	-27%	5%	28%	0%	CC(=O)c1cccc(NC(=O)c2cc(C)nc3c2c(C)nn3-c2cccc(Cl)c2C)c1
28	6%	-12%	5%	4	-5%	11%	20%	29%	0%	COc1cc(/C=N/NC(=O)c2cccnc2)cc2c1OCO2
29	?	-19%	-3%[59 µM]	0	-13%	12%	6%	17%	-1%	O=C(NCCCN1CCCCCC1)c1ccc2c(c1)sc1nc(-c3ccccc3)cn12
30	3%	-17%	-3%	3	-14%	10%[11.4 µM]	1%	43%[activator]	6%	COc1ccc(OCC(=O)N/N=C(/C)Cc2ccccc2)cc1
31	2%	-24%	32µM*	0	-22%	-16%	4%	15%	3%	Cc1ccc(S(=O)(=O)N2CN(Cc3ccco3)c3nc4ccccc4nc32)cc1C
32	18µM*	-36%	3.2µM*	?	20µM*	?	8%	-23%	1%	COc1cccc(-c2n[nH]c(=S)n2Cc2ccco2)c1
33	-27%	-4%	-4%[59 µM]	-2	10%	-15%	3%	35%[activator]	4%	COc1ccc([N+](=O)[O-])cc1NS(=O)(=O)c1cc(C(=O)O)ccc1OC
34	0%	-6%	45µM*	3	?	-37%	7%	40%[activator]	4%	Cc1ccc2nc(NC(=O)CSCC(=O)OCC(=O)c3ccc(Br)cc3)sc2c1
35	?	-4%	6%[59 µM]	4	-18%	-5%	-5%	11%	-8%	CCOc1ccc(NC(=O)Cn2cc(C(=O)c3ccc(F)cc3)c(=O)c3cc4c(cc32)OCCO4)cc1
36	?	-4%	79%[activator]	2	-12%	6%	6%	6%	-1%	CN(C)C(=O)c1cn(-c2ccccc2)nc1-c1cc2ccccc2oc1=O
37	?	5%	0%[59 µM]	-3	-7%	-4%	-3%	?	-3%	CC(=O)Nc1ccc(/C=C(\C#N)C(=O)NCc2ccccc2)cc1
38	?	-19%	/	6	100µM*	?	6%	-28%	?	O=C(Nc1ccc(Nc2ccncc2)cc1)c1ccc(Nc2ccnc3ccc([N+](=O)[O-])cc23)cc1
39	1%	-1%	-11%	-1	-1%	-3%	-17%	42%[activator]	14%	C/C(=N\NC(=O)Cc1ccc(F)cc1)c1ccc(O)cc1
40	262%[activator]	/	/	6	-8%	23%	-22%	4%	4%	COc1cc(CNC(=O)c2cc3ccccc3oc2=O)cc(OC)c1OC

Ordered by heavy-atom count (rising): three of the compounds above.
cpd	12-LOX inh	BAZ2B inh	G9a block	PI4K2A block	JMJD2A Tudor inh	RGS4 inhibitor	ERG Ets-DNA blk	HP1b binding inh	GLS inh	structure
28	6%	-12%	5%	4	-5%	11%	20%	29%	0%	COc1cc(/C=N/NC(=O)c2cccnc2)cc2c1OCO2
30	3%	-17%	-3%	3	-14%	10%[11.4 µM]	1%	43%[activator]	6%	COc1ccc(OCC(=O)N/N=C(/C)Cc2ccccc2)cc1
26	0%	-13%	33%[59 µM]	0	-15%	12%	-4%	39%	1%	O=C(CN1CCN(c2ccccc2)CC1)Nc1scc2c1c(=O)oc1ccccc12

5 compounds out of the list above, arranged by the number in RGS4 inhibitor, low to high:
cpd	12-LOX inh	BAZ2B inh	G9a block	PI4K2A block	JMJD2A Tudor inh	RGS4 inhibitor	ERG Ets-DNA blk	HP1b binding inh	GLS inh	structure
37	?	5%	0%[59 µM]	-3	-7%	-4%	-3%	?	-3%	CC(=O)Nc1ccc(/C=C(\C#N)C(=O)NCc2ccccc2)cc1
36	?	-4%	79%[activator]	2	-12%	6%	6%	6%	-1%	CN(C)C(=O)c1cn(-c2ccccc2)nc1-c1cc2ccccc2oc1=O
28	6%	-12%	5%	4	-5%	11%	20%	29%	0%	COc1cc(/C=N/NC(=O)c2cccnc2)cc2c1OCO2
29	?	-19%	-3%[59 µM]	0	-13%	12%	6%	17%	-1%	O=C(NCCCN1CCCCCC1)c1ccc2c(c1)sc1nc(-c3ccccc3)cn12
40	262%[activator]	/	/	6	-8%	23%	-22%	4%	4%	COc1cc(CNC(=O)c2cc3ccccc3oc2=O)cc(OC)c1OC
